P. falciparum M17LAP: P. falciparum M17LAP inhibitors, primary screen, biochemical, fluorogenic H-Leu-NHMec substrate, 1536-well (AID 1619); recombinant M17LAP, H-Leu-NHMec fluorogenic kinetic assay; higher % means a stronger effect; inhibition, % at 30 µM; hits with a dose series show IC50 in µM; 0.38% of 220,000 active;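 active means compound inhibiting the enzyme by more than half at any dose during confirmatory dose-response retesting; inconclusive means strong single-dose inhibitors picked by rank but not retested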;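 further: plate controls were full reaction with DMSO carrier for no effect and no enzyme background for full effect; strong numbers were not always called active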
Hep lipid drop: modulators of hepatic lipid droplet formation | inhibition, % at 6.5 µM | 0.4% of 240,000 active | AID 1656 | AML12 mouse hepatocytes, oleate lipid droplets, BODIPY imaging;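 active means lipid droplet intensity inhibited by at least 50%, with more than 500 cells counted; inconclusive means wells with under 300 cells, treated as cytotoxic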
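Material – AML12 mouse liver cells · Also added – oleate loading, 100 µM · Compound dosing – 6.5 µM single-point dosing · Times – overnight treatment with compound plus oleate · Measured by – fluorescence imaging, 20x objective, two fields per well · Read-out – percent inhibition of filter-corrected integrated lipid droplet intensity per well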
Ins promoter up: MIN6 insulin promoter up-regulation | MIN6 insulin promoter-GFP reporter, high-content imaging; hits give high values | z-score at 5 µM | 0.3% of 190,000 active | AID 1625;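 active means z-score above 3 at 5 µM with at least 500 cells counted in the well; inconclusive means wells under 500 cells, flagged as cytotoxic or low count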
Autophagy HCS: autophagy modulation, high-content screen | calls only at 10 µM (by protocol) | MEF GFP-LC3 puncta imaging; test concentration mostly 10 µM | AID 463193 | 0.98% of 190,000 active;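 active means percentage of spot-positive cells more than 3 SD above its plate mean, without a fluorescence outlier flag or 80% toxicity; inconclusive means no clear call, values can overlap the other calls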;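 further: spot-positive cell cutoff set from DMSO-treated cells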
Yfh1-off respiration: enhancers of respiration in Yfh1-depleted yeast, dose response, Friedreich's ataxia, plus single-dose screen (AID 1465); S. cerevisiae Yfh1-off respiration, WST-1 reduction, 72 h; higher fold induction means a stronger effect; one-dose fold induction at 50 µM; EC50 in µM for titrated hits; 0.074% of 220,000 active;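 active means fold induction of absorbance versus untreated yeast above a set limit, then at least 30% activation at any dose in follow-up; inconclusive means repeats straddling the limit, or above it without dose testing; inactive means fold induction below the set limit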;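 further: activators that raise dye reduction in frataxin-depleted yeast; strong numbers were not always called active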
M1AAP inhibition: P. falciparum M1AAP inhibitors, biochemical, fluorogenic H-Leu-NHMec substrate, 1536-well (AID 1445); inhibition, % at 30 µM; hits with a dose series show IC50 in µM; recombinant M1AAP, H-Leu-NHMec fluorogenic kinetic assay; higher % means a stronger effect; 0.42% of 220,000 active;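 active means primary inhibition above the hit cutoff, then over 50% inhibition at one or more dose response concentrations, cut at about 23% in these data, passing the limit was not always enough; inconclusive means conflicting primary data, or primary hits not chosen for dose response; inactive means low primary inhibition, or under 50% at every dose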;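 further: plate controls were DMSO full reaction for no effect and no enzyme background for full effect; strong numbers were not always called active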
CSM14.1 death rescue: protection against thapsigargin-triggered cell killing – 384-well, CSM14.1, ATP luminescence, primary screen (AID 1222) | CSM14.1 thapsigargin-induced death rescue, ATP luminescence; higher % means a stronger effect | cellular ATP content (survival), % at 20 µM; hits with a dose series show EC50 in µM | 190,000 tested, under 10 active;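 active means EC50 below 50 µM in the dose-response confirmation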;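 further: death triggered by thapsigargin at about 15 µM added after 2 h compound pretreatment; cell ATP read after overnight thapsigargin exposure of roughly 18 to 22 hours; normalized against plate controls of thapsigargin alone and 5% DMSO vehicle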
Dynein cargo inh: dynein cargo transport inhibition. z-score, hits read low. 0.47% of 220,000 active. AID 1381. 3617.4 mouse cells, GR-EGFP nuclear translocation imaging; test concentration mostly 20 µM; stimulated with dexamethasone, 1 µM; hits give low values;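 active means plate z-score of nuclear minus cytoplasmic receptor signal below a set negative limit, without overly bright fluorescence or cell loss, cut at about -3.5 in these data, passing the limit was not always enough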;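 further: z-score of nuclear minus cytoplasmic ring GR-EGFP intensity difference per well; some compounds called inactive have numbers as strong as hits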
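Also added – dexamethasone, 1.0 µM final · Buffer or medium – tet-free, stripped-serum medium · Schedule – induction 48 h, compound 1 h, agonist 30 min · Detection – formaldehyde fixation, Hoechst nuclear stain, 10x automated fluorescence imaging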
MT stabilizer: microtubule stabilization, imaging screen. % tubulin-high responders, % at 10 µM. HeLa tubulin immunostaining HCS, 24 h; share of cells brighter than vehicle mean+2SD. 0.83% of 200,000 active. AID 2205;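 active means plate Z-score above 3 for both tubulin-high and condensed-nucleus cell shares, with cell loss under 80%, at 10 µM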;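 further: anti alpha tubulin signal scored within the nucleus-defined area of each cell; some results filed as inactive read as strong as hits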
Dynein cargo inh cytoplasmic EGFP: recorded beside Dynein cargo inh, whose call it bears; z-score; measured here: cytoplasmic GR-EGFP intensity; hits give high values
Dynein cargo inh nuclear GR-EGFP: also measured in Dynein cargo inh; calls as there; z-score; measured here: nuclear GR-EGFP intensity;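 lower value marks the stronger effect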
Dynein cargo inh cell count: further read-out of Dynein cargo inh, marked with its call; z-score; measured here: cell count per field
Ins promoter up cell count: further read-out of Ins promoter up, marked with its call; cell count; measured here: cytotoxicity, nuclei count;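 total cells summed across four imaged fields per well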
Hep lipid drop cells 6.5 µM: also measured in Hep lipid drop; calls as there; cell count; measured here: cell count, cytotoxicity flag;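 cells counted across two imaged fields per well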
MT stabilizer Hoechst-high %: recorded beside MT stabilizer, whose call it bears; % Hoechst-high responders; measured here: nuclear condensation Hoechst responders;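 share of cells brighter than vehicle mean plus two SD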
MT stabilizer cytotoxicity %: second read-out of MT stabilizer, no call of its own (marks repeat the call); toxicity, %; measured here: cytotoxicity by cell density;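 0% = mean cell density of plate MIN control wells and 100% = no cells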
Autophagy HCS cell loss 18 h: recorded beside Autophagy HCS, whose call it bears; toxicity, %; measured here: cell loss, nuclei count;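 cell loss after 18 h compound exposure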
Starred values were filed as active, the others as inactive; i = inactive; u = inconclusive; x = no result given.

Below each compound – Autophagy HCS | Dynein cargo inh nuclear GR-EGFP | Dynein cargo inh cell count | Yfh1-off respiration | Dynein cargo inh | Hep lipid drop | MT stabilizer cytotoxicity % | CSM14.1 death rescue | Autophagy HCS cell loss 18 h | MT stabilizer Hoechst-high % | Ins promoter up | Ins promoter up cell count | MT stabilizer | M1AAP inhibition | Hep lipid drop cells 6.5 µM | Dynein cargo inh cytoplasmic EGFP | P. falciparum M17LAP
> CC(C)Oc1ccc(CNCCC2(C(C)C)CCOC(C)(C)C2)cc1 (centres undefined)
→ i | 0.15 | 0.59 | i | 0.23 | 10 | 2.8 | -0.8% | -1 | 0.9 | -0.46 | 924 | 1.0 | -1% | 769 | -0.081 | -3%
> Cc1cc(C)nc(NS(=O)(=O)c2ccc(NC(=O)CCN3C(=O)c4ccccc4C3=O)cc2)n1
→ i | 0.97 | -0.34 | i | 0.47 | x | 2.0 | -0.4% | 9 | 1.2 | -0.13 | 1026 | 3.3 | -5% | x | 1.4 | 15%
> COC(=O)c1c(NC(=O)C2C3C=CC(CC3)C2C(=O)O)sc(C)c1C (centres undefined)
→ i | -0.47 | 0.48 | i | -0.18 | -2 | 11 | 1.7% | -3 | 4.8 | -0.14 | 1398 | 2.2 | 6% | 707 | -0.3 | 19µM*
> COc1ccc(-c2nc3ccccc3c(=O)n2CCOc2cccc(C)c2C)cc1
→ i | -0.072 | -0.25 | i | 0.17 | -8 | 7.5 | -3.4% | 10 | 1.5 | 0.38 | 1490 | 4.6 | -2% | 630 | -0.19 | -1%
> CN(Cc1ccccc1)C(=O)CC(c1ccccc1)c1cc(Cl)ccc1O (centres undefined)
→ i | 0.35 | 0.85 | x | -0.44 | x | 7.1 | -3.5% | -28 | 1.6 | -0.53 | 1562 | 2.4 | -5% | x | -0.2 | -6%
> Cc1ccc(NC(=O)c2c(C(F)(F)F)nn(C)c2SCc2cccc(C(F)(F)F)c2)cc1C
→ i | x | x | i | x | x | 1.3 | 1.3% | 1 | 0.8 | x | x | 2.0 | 6% | x | x | -7%
> Cc1ccccc1-c1noc(C2CCCCC2)n1
→ i | 0.32 | -0.16 | i | -0.25 | -17 | 8.9 | -1.2% | -11 | 2.1 | 0.34 | 1068 | 2.6 | 2% | 731 | 2.4 | 3%
> O=C(Nc1ccc(N2CCCCC2)cc1)c1ccc2ccccc2n1
→ i | -0.12 | 0.58 | i | -0.63 | -1 | 7.5 | -1.4% | -1 | 2.8 | -0.31 | 1122 | 2.9 | 3% | 688 | -0.17 | 5%
> CCOC(=O)c1ccc(NC(=O)COC(=O)Cc2csc(-c3ccccc3)n2)cc1
→ i | 0.55 | -0.55 | i | 1.5 | 9 | 7.9 | 0.4% | -4 | 3.1 | -0.3 | 1467 | 2.2 | 4% | 599 | -0.16 | 8%
> C=C(C)C(=O)Nc1nnc(-c2cccs2)s1
→ i | 0.13 | 0.12 | i | -0.035 | 1 | 4.4 | 3.4% | 17 | 2.4 | -0.14 | 1311 | 2.1 | 7% | 634 | -0.23 | 4%
> c1ccc(OCc2nc(-c3ccncc3)no2)cc1
→ i | 0.55 | 0.068 | i | 0.58 | 2 | 8.2 | -0.3% | -13 | 2.5 | 1.3 | 1561 | 3.0 | -2% | 674 | -0.32 | 12%
> O=C(O)CCC(=O)NNC(=O)c1cccc(Cl)c1
→ i | -0.62 | 0.73 | i | -0.7 | 8 | 6.0 | -1.3% | 3 | 4.0 | 0.1 | 1270 | 1.8 | 9% | 689 | -0.18 | 15%
> CN(C)/C=C1/Sc2ccccc2C1=O
→ i | 0.3 | -0.74 | i | 0.26 | x | 9.9 | -0.1% | -5 | 1.8 | 0.01 | 1635 | 3.8 | 3% | x | -0.32 | -1%
> Cc1cccc(C(=O)NNC(=O)c2ccccc2-n2cccc2)c1
→ i | -0.015 | 0.37 | i | 0.14 | 10 | 1.2 | x | 1 | 2.0 | 0.14 | 1315 | 2.5 | 7% | 677 | -0.34 | -2%
> CC(C)[C@H](Nc1nc(-c2ccccc2)nc2c1oc1ccccc12)C(=O)O
→ i | 0.023 | -0.54 | i | 0.22 | x | 15 | -3.5% | 7 | 1.3 | -0.49 | 1625 | 2.4 | 7% | x | -0.14 | 25µM*
> COc1ccc([N+](=O)[O-])cc1NCc1ccccc1C
→ i | 0.43 | 0.077 | i | -0.059 | x | 9.0 | -0.6% | -18 | 1.3 | x | x | 2.8 | 10% | x | 0.37 | -3%
> CCOc1ccc(OCC)c(NC(=O)CN(C)S(=O)(=O)c2cnc[nH]2)c1
→ i | -0.0058 | -0.2 | i | 0.034 | x | 12 | -1.9% | -3 | 2.5 | -0.7 | 1520 | 1.6 | 4% | x | -0.21 | -4%
> CC(C)NC(=O)C(=O)NCc1ccccn1
→ x | 0.68 | -0.66 | i | 0.45 | -12 | x | x | x | x | -0.39 | 1128 | x | -3% | 667 | -0.2 | 1%
> CC(C)NC(=S)N/N=C/c1cccs1
→ i | 0.26 | 0.47 | u | -0.2 | -12 | 8.1 | -2.8% | 20 | 1.0 | -0.65 | 935 | 2.0 | -1% | 752 | -0.23 | 11%
> CCOc1ccccc1N(CC(=O)OC)S(C)(=O)=O
→ i | -0.25 | 0.46 | i | -0.18 | x | 3.4 | -1.1% | -3 | 1.7 | 1.1 | 1001 | 1.4 | -1% | x | -0.15 | 5%
> O=C(c1ccc(N2CCCC2=O)cc1)N1CCCCCC1
→ i | 0.35 | -1.2 | i | 0.55 | x | 1.3 | i | 4 | 2.5 | -0.37 | 1769 | 4.3 | 1% | x | -0.14 | -4%
> CN(C)/C=N/c1ncn(-c2ncc(C(F)(F)F)cc2Cl)n1
→ i | -0.23 | 1 | i | -0.36 | -1 | 5.7 | x | 5 | 1.7 | x | x | 7.4 | -1% | 735 | -0.34 | 4%
> CCCC(=NCCc1c(C)[nH]c2ccccc12)C1=C(O)CC(c2ccccc2)CC1=O (centres undefined)
→ i | 0.43 | -0.19 | i | 0.77 | u | 46* | -1.6% | 30 | 24* | x | x | 26* | 1% | x | -0.26 | 6%
> CC1CCc2nn(CC(=O)NC3CCCC3)cc2C1 (centres undefined)
→ i | 0.24 | -0.28 | i | 0.095 | x | 2.9 | -0.9% | 7 | 3.2 | 1.1 | 983 | 3.3 | 2% | x | -0.19 | 18%
> COC(=O)Cc1c(C)nc2nc(-c3ccc(OC)cc3)[nH]n2c1=O
→ i | -0.15 | 0.02 | i | -0.37 | 15 | 8.1 | -0.2% | 2 | 1.7 | 0.17 | 1087 | 2.9 | 5% | 842 | -0.38 | 12%
> Cc1nc(-c2ccccc2)sc1C(=O)/C=C/c1ccccc1
→ i | -0.9 | 0.68 | x | -2.1 | x | 6.7 | -2.0% | 0 | 1.0 | 0.6 | 1224 | 0.6 | 4% | x | -0.066 | 9%
> Fc1ccc(C2CCCCN2Cc2nc(CC3CC3)no2)cc1 (centres undefined)
→ i | 1.1 | -0.94 | i | 1.3 | -10 | 6.1 | -1.0% | -4 | 2.0 | -0.26 | 1401 | 2.2 | 6% | 735 | -0.18 | 5%
> COC(=O)COn1c(-n2nc(C)cc2C)nc2ccccc2c1=O
→ i | -0.11 | 1.1 | i | -0.18 | 1 | 6.1 | -0.9% | -4 | 1.8 | x | x | 2.9 | 7% | 756 | -0.29 | -3%
> O=C(CCSc1ccccc1)NC1CCCC1
→ i | 0.24 | 0.28 | i | -0.081 | 7 | 2.8 | -2.5% | -8 | 2.1 | 1.5 | 824 | 1.7 | 0% | 727 | -0.18 | -6%
> CCOC(=O)c1c(NC(=O)C(=O)N/N=C(\C)c2ccc(OC)cc2)sc2c1CCCCC2
→ i | -0.19 | -0.11 | i | 0.16 | 10 | 4.8 | -0.7% | 9 | 3.9 | -0.34 | 1267 | 1.9 | 8% | 528 | 0.2 | 16%
> O=C(c1ccc2ncsc2c1)N1CCN(c2ccccc2Cl)CC1
→ i | 0.83 | -1.2 | i | 0.69 | 5 | 8.8 | -1.2% | -1 | 4.3 | -0.37 | 1154 | 3.6 | -1% | 690 | -0.2 | -3%
> CCOC(=O)C1CCN(C(=O)Cn2cccc2C(=O)c2ccccc2)CC1
→ i | -0.08 | 0.84 | i | -0.79 | 7 | 8.4 | -0.3% | -5 | 1.4 | 0.1 | 997 | 1.0 | 5% | 766 | 0.081 | 5%

Profiles as entered above. Screens in order: Autophagy HCS	Dynein cargo inh nuclear GR-EGFP	Dynein cargo inh cell count	Yfh1-off respiration	Dynein cargo inh	Hep lipid drop	MT stabilizer cytotoxicity %	CSM14.1 death rescue	Autophagy HCS cell loss 18 h	MT stabilizer Hoechst-high %	Ins promoter up	Ins promoter up cell count	MT stabilizer	M1AAP inhibition	Hep lipid drop cells 6.5 µM	Dynein cargo inh cytoplasmic EGFP	P. falciparum M17LAP
CC(C)Oc1ccc(CNCCC2(C(C)C)CCOC(C)(C)C2)cc1 (centres undefined) is listed as i	0.15	0.59	i	0.23	10	2.8	-0.8%	-1	0.9	-0.46	924	1.0	-1%	769	-0.081	-3%
CC(C)[C@H](Nc1nc(-c2ccccc2)nc2c1oc1ccccc12)C(=O)O is listed as i	0.023	-0.54	i	0.22	x	15	-3.5%	7	1.3	-0.49	1625	2.4	7%	x	-0.14	25µM*
O=C(Nc1ccc(N2CCCCC2)cc1)c1ccc2ccccc2n1 is listed as i	-0.12	0.58	i	-0.63	-1	7.5	-1.4%	-1	2.8	-0.31	1122	2.9	3%	688	-0.17	5%

Screening results from PubChem BioAssay.
